Screening data from PubChem.
DENV2 CPE: DENV2-induced cell death inhibition; DENV2-infected cells, cytopathic effect rescue, plate reader; CPE inhibition, % at 9.99 µM; hit rate 1.7% among 350,000; in the data active = CPE inhibition above about 20%, passing the limit was not always enough; inconclusive = no clear call, values can overlap the other calls; tested in BHK-21 cells;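 note: 0% = median of neutral control wells and 100% = median of positive control wells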
FN deposition inh: fibronectin deposition inhibition; AH1F fibroblasts, Alexa488-fibronectin deposition fluorescence, overnight; inhibition, % at 12.6 µM; hit rate 0.086% among 350,000; AID 743247;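 active = mean inhibition across replicates of 30% or more, regardless of how many single replicates reach that level; inconclusive = mean under 30% yet at least half of replicates reach 30%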;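 note: positive control wells lacked labelled fibronectin entirely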
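Schedule: 1 h cell adhesion before compound, then overnight fibronectin incubation; test system: AH1F fibroblast monolayer depositing Alexa488-labelled fibronectin into matrix; quantity: 10000 AH1F cells per well; probe or stimulus: fluorescent fibronectin at 24 nM final; signal: fluorescence, ex 485 nm, em 525 nm; evaluation: percent inhibition as loss of matrix-bound fibronectin fluorescence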
miR122 inh: blocks miR-122 activity in Huh7 sensor cells; Huh7 miR-122 Renilla luciferase sensor, 48 h; neutral wells = 0, positive control = 100; activation (reporter increase), % at 12.5 µM; hit rate 0.3% among 340,000; AID 602342;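 active = mean replicate activation score at least 90 and every replicate individually at or above 90; inconclusive = only one of the two criteria met; inactive = neither criterion met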;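 note: higher luciferase means less miR-122 activity so hits act as miR-122 inhibitors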
EWS-Fli inh: inhibitors of EWS/Fli oncoprotein transcriptional activity | AID 651661 | inhibition, % at 12.6 µM | A673 NR0B1-luciferase reporter, viability-normalised | hit rate 0.67% among 350,000;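 active = mean inhibition of at least 50% after viability correction, with every replicate also passing that limit; inconclusive = mean reaches 50% but only one of two replicates passes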;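 note: firefly luciferase signal divided by Alamar Blue viability fluorescence both relative to DMSO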
GSIS activator: primary screen for activators of insulin secretion dependent on glucose, INS-1E cells, GLuc reporter luminescence | INS-1E GLuc reporter insulin secretion, 2-3 h | activation, % at 16.6 µM | hit rate 0.61% among 370,000 | AID 743287;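 active = lowest replicate activation of at least 40%, so every replicate reaches that level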;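 note: 0% = median of neutral control wells and 100% = median of IBMX positive control wells; some compounds called inactive have numbers as strong as hits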
PAX8 reporter: inhibitors of PAX8 transcriptional activity in RMG-I cells | RMG-I TPO-luciferase reporter, SteadyGlo, 24 h | inhibition, % at 12.6 µM | hit rate 1.2% among 360,000;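 active = mean replicate inhibition at least 60% with every replicate also reaching 60%; inconclusive = only one of the two criteria is met; inactive = mean below 60% and not all replicates reaching 60%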;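 note: luciferase light reporting Pax8 driven TPO promoter activity; plate controls were median of neutral control wells for no effect and mitoxantrone controls for full effect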
CFTR F508del cor: correctors of CFTR F508del function in bronchial epithelial cells | CFBE cells, YFP halide quenching; stimulated with forskolin plus potentiator P3; % fluorescence drop versus neutral controls | activity (quench increase), % at 7.58 µM | hit rate 0.36% among 350,000;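 active = mean added fluorescence quench of at least 8% versus neutral control, with both replicates also reaching 8%; inconclusive = only one of the mean or replicate conditions met; inactive = mean below 8% and not both replicates reaching 8%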;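 note: cells transiently co-express mutant CFTR-F508del with the halide-sensitive YFP; corrector assay measuring rescue of mutant channel to the surface after 24 h compound exposure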
An asterisk follows results filed as active; ? = inconclusive; . = no result given; & = joins results of further samples; [ ] = dose if it differs, or a comment.

No.	canonical_smiles	DENV2 CPE	FN deposition inh	miR122 inh	EWS-Fli inh	GSIS activator	PAX8 reporter	CFTR F508del cor
1	COc1cccc(N(CC(=O)NCCSCc2ccc(C)cc2)S(C)(=O)=O)c1	-4	-7	-2	4	-31	0	0.8
2	C[C@@H]1CN([C@H](C)CO)C(=O)Cc2cc(NC(=O)CCCCCC(=O)Nc3ccccc3N)ccc2O[C@H]1CN(C)Cc1ccccc1	?	.	-12[16.7 µM]	20	5	-7	0.6
3	O=C(Cc1ccccc1)N1C[C@H]2[C@@H](c3ccccc31)[C@H](CO)N2C(=O)c1cccc(F)c1	8	.	14[16.7 µM]	9	3	10	0.8
4	C[C@@H]1CCCCO[C@@H](CN(C)Cc2ccccc2)[C@@H](C)CN([C@H](C)CO)C(=O)c2cc(NS(=O)(=O)c3cccs3)ccc2O1	-5	2	2[16.7 µM]	-14	17	-8	1.7
5	CN(C)CCCN(C(=O)c1ccc(N2C(=O)CCC2=O)cc1)c1nc2c(F)cccc2s1	2	-3	8	6	.	-14	1.1
6	C[C@@H]1CCCCO[C@@H](CN(C)Cc2ccccc2)[C@H](C)CN([C@@H](C)CO)C(=O)c2cc(NS(=O)(=O)c3ccc(F)cc3)ccc2O1	4	-6	-11[16.7 µM]	-4	-5	0	0.6
7	O=C(NCc1cccc(CNC(=O)Nc2cccc(O)c2)c1)Nc1cccc(O)c1	1	-4	-2	21	4	4	1.3
8	O=C(N/N=C/c1c[nH]c2ccccc12)c1ccc(O)c(O)c1	0	-3	.	2	6	12	2.5
9	C[C@@H]1CN([C@H](C)CO)C(=O)c2cc(NC(=O)c3ccncc3)ccc2O[C@H]1CN(C)S(=O)(=O)c1ccccc1	0	.	5[16.7 µM]	-1	5	-26	-4.6
10	C[C@@H]1CN([C@@H](C)CO)S(=O)(=O)c2ccc(C#Cc3ccc(F)cc3)cc2O[C@@H]1CN(C)S(=O)(=O)c1ccc(F)cc1	2	1	31[16.7 µM]	18	0	.	1.5
11	C[C@H](CO)N1C[C@H](C)[C@@H](CN(C)S(C)(=O)=O)Oc2cc(-c3ccccc3)ccc2S1(=O)=O	-9	-10	33[16.7 µM]	14	1	.	-0.8
12	CN1C(=O)c2cc(NC(=O)C3CCCC3)ccc2OC[C@@H]2O[C@@H](CC(=O)O)CC[C@H]21	-10	1	22[16.7 µM]	-11	-2	-4	0.1
13	CCC(C)N(C(=O)COC(=O)c1ccccc1SCC(=O)N1CCCC1)C1CCS(=O)(=O)C1 (configuration not stated)	-10	6	1	-5	6	-9	-2.5
14	COc1ccccc1-c1ccc2c(c1)[C@H]1[C@H](CCN1C(=O)C1CCCC1)[C@H](CO)N2	2	.	.	-4	.	.	4.1
15	N=C1/C(=C/c2ccc(-c3cccc(C(=O)O)c3)o2)C(=O)N=C2SC(CC(=O)N3CCOCC3)=NN12	8	5	-4	.	23	-72	0.7
16	CCCc1cc(=O)oc2cc(C)cc(OCC(=O)Nc3cccnc3)c12	-2	-9	.	.	11	11	3.2
17	O=C(CN1CCOCC1)N1CCCCN2[C@@H](CO)[C@H](c3ccc(-c4ccccc4)cc3)[C@@H]2C1	-4	.	5[16.7 µM]	-2	6	-12	1.9
18	O=C(CC1C(=O)NCCN1Cc1ccccc1)NCCN1CCCCC1=O (configuration not stated)	2	-4	.	.	-1	-17	-0.8
19	COCCNC(=O)c1nc2ccccc2s1	-2	-2	.	-32	13	-31	2.3
20	COc1ccc(NC(=S)NCC(c2ccco2)N2CCCC2)cc1 (configuration not stated)	2	5	.	6	-6	-14	1.7
21	COc1ccc(NC(=O)N[C@@H]2CC[C@@H](CC(=O)NC3CCCCC3)O[C@H]2CO)cc1	-7	-7	.	5	-7	5	-1.7
22	CC(=O)N1CCN(c2ccc(OC[C@H]3CO[C@](Cn4ccnc4)(c4ccc(Cl)cc4Cl)O3)cc2)CC1	-1	2&-9	2	8	-12	11	5.1
23	CCOC(=O)C1(C)C=C(Nc2ccccc2)C(=O)N1c1ccccc1 (configuration not stated)	0	6	-5	-69	-11	7	-0.6
24	Cc1cccc(OCCn2ccnc2)c1C	?	9	3	10	9	6	2.0

Rewritten in transposed form: entries from further up
[22] CC(=O)N1CCN(c2ccc(OC[C@H]3CO[C@](Cn4ccnc4)(c4ccc(Cl)cc4Cl)O3)cc2)CC1
[21] COc1ccc(NC(=O)N[C@@H]2CC[C@@H](CC(=O)NC3CCCCC3)O[C@H]2CO)cc1

entry no.	22	21
DENV2 CPE	-1	-7
FN deposition inh	2&-9	-7
miR122 inh	2	.
EWS-Fli inh	8	5
GSIS activator	-12	-7
PAX8 reporter	11	5
CFTR F508del cor	5.1	-1.7

Next section:
No.	canonical_smiles	DENV2 CPE	FN deposition inh	miR122 inh	EWS-Fli inh	GSIS activator	PAX8 reporter	CFTR F508del cor
25	CCS(=O)(=O)N1CCC2(CC1)CN(C(=O)Nc1c(C)noc1C)[C@H](CO)c1c2c2ccc(OC)cc2n1C	3	2	.	-3	-2	-24	-0.9
26	COc1ccc(-c2cc(C(F)F)n3ncc(C(=O)n4ccnc4C)c3n2)cc1	.	6	.	.	-8	7	.
27	CC1(C(=O)NS(=O)(=O)c2ccc(C#N)cc2)CCN1C(=O)Cc1ccc(Cl)cc1Cl (configuration not stated)	8	-32	-1	-7	4	-10	3.8
28	CCOc1ccc(NC(=O)CN(C)C(=O)c2n[nH]c(=O)c3ccccc23)cc1OCC	1	0	-5	-2	10	18	-0.3
29	CCOc1ccc(NC(=O)CSc2nc(=O)n(CCCN3CCOCC3)c3c2CCC3)cc1	-4	-4	-2	0	17	-4	0.4
30	CC(C)c1nc(SCC(=O)c2ccccc2)c2c(=O)n(C)c(=O)n(C)c2n1	0	8	-1	-6	.	-10	3.9
31	O=C(Cc1ccccn1)NCC[C@@H]1CC[C@@H](NC(=O)Nc2ccccc2)[C@H](CO)O1	3	.	.	8	5	20	5.4
32	CC(=O)c1ccc(OCC(=O)Nc2cccc(C(=O)Nc3c(C)n(C)n(-c4ccccc4)c3=O)c2)cc1	0	-10	-4	-1	-1	-7	-2.1
33	COc1ccc(CCn2c(=N)c(S(=O)(=O)c3ccc(C)cc3)cc3c(=O)n4ccccc4nc32)cc1	-2	0	-9	-6	28	1	1.6
34	CC(C)C#Cc1ccc([C@@H]2[C@H](CO)N3CCCCN(C(=O)c4ccc5c(c4)OCO5)C[C@@H]23)cc1	-4	.	9[16.7 µM]	3	-17	10	-0.7
35	O=Nc1c(O)n(Cc2ccccc2)c2ccccc12	3	-24	-11	5	-9	-4	2.0
36	O=C(C1CCCC1)N1CC2(C1)[C@@H](c1ccccc1)[C@H](CO)N2C(=O)CC1CC1	6	0	.	11	-6	.	1.7
37	C[C@H]1CN([C@@H](C)CO)C(=O)c2cc(NC(=O)Nc3ccc(C(F)(F)F)cc3)ccc2O[C@H]1CN(C)S(C)(=O)=O	4	.	3[16.7 µM]	-3	8	10	2.7
38	COc1ccc(S(=O)(=O)N2CCC(C(=O)NCCC(=O)NCc3ccncc3)CC2)cc1	-2	-10	-5	-5	9	-8	0.8
39	COc1ccc(O)c(C2=Nc3ccccc3N=C(c3ccccc3)C2)c1	-3	-6	12	-15	-2	-154	0.0
40	COc1ccc(Cn2ccnc2CO)cc1[N+](=O)[O-]	1	.	.	2	3	12	-1.5
41	CNC(=S)NNC(=O)CNc1ccc(C)c(Cl)c1	2	-16	.	-7	-8	0	0.6
42	C[C@@H]1CN([C@@H](C)CO)C(=O)c2cc(NC(=O)Nc3ccc(F)cc3)ccc2O[C@@H]1CN(C)Cc1ccccc1	-4	.	-3[16.7 µM]	3	-11	5	-2.7
43	Cc1nn(Cc2ccccc2)c(C)c1NC(=O)c1cc(-c2ccc3c(c2)OCO3)on1	.	1	10	.	-27	.	.
44	COc1ccc(C(=O)Nc2nc(-c3ccc([N+](=O)[O-])cc3)c(-c3ccc(OC)cc3)s2)cc1	1	0	.	-4	20	-12	-0.3
45	COc1ccc(C2CC(c3ccc(OC)cc3)n3nc(N)nc3N2)cc1 (configuration not stated)	-6	4	-4	-6	-6	-15	3.1
46	Cc1noc(C)c1S(=O)(=O)Nc1ccc2c(c1)C(=O)N([C@H](C)CO)C[C@@H](C)[C@@H](CN(C)CC1CCCCC1)OCCCC[C@H](C)O2	2	.	-1[16.7 µM]	-1	-3	-6	6.5
47	OC(c1ccccc1)c1nc(-c2cccc(F)c2)cs1 (configuration not stated)	1	8	-10	-20	.	-61	0.2
48	CCOC(=O)CCC(NC(=O)CCCCCCCC(=O)NC(CCC(=O)OCC)C(=O)OCC)C(=O)OCC (configuration not stated)	7	5	.	-4	.	-3	.

Of the compounds above, these have two or more sulfur atoms.
No.	canonical_smiles	DENV2 CPE	FN deposition inh	miR122 inh	EWS-Fli inh	GSIS activator	PAX8 reporter	CFTR F508del cor
1	COc1cccc(N(CC(=O)NCCSCc2ccc(C)cc2)S(C)(=O)=O)c1	-4	-7	-2	4	-31	0	0.8
4	C[C@@H]1CCCCO[C@@H](CN(C)Cc2ccccc2)[C@@H](C)CN([C@H](C)CO)C(=O)c2cc(NS(=O)(=O)c3cccs3)ccc2O1	-5	2	2[16.7 µM]	-14	17	-8	1.7
10	C[C@@H]1CN([C@@H](C)CO)S(=O)(=O)c2ccc(C#Cc3ccc(F)cc3)cc2O[C@@H]1CN(C)S(=O)(=O)c1ccc(F)cc1	2	1	31[16.7 µM]	18	0	.	1.5
11	C[C@H](CO)N1C[C@H](C)[C@@H](CN(C)S(C)(=O)=O)Oc2cc(-c3ccccc3)ccc2S1(=O)=O	-9	-10	33[16.7 µM]	14	1	.	-0.8
13	CCC(C)N(C(=O)COC(=O)c1ccccc1SCC(=O)N1CCCC1)C1CCS(=O)(=O)C1 (configuration not stated)	-10	6	1	-5	6	-9	-2.5

Next structures follow.
No.	canonical_smiles	DENV2 CPE	FN deposition inh	miR122 inh	EWS-Fli inh	GSIS activator	PAX8 reporter	CFTR F508del cor
49	N#Cc1ccsc1NC(=O)CSc1nncs1	14	.	-7	-26	4	-116	0.1
50	CC(C)(O)C(O)COc1c2ccoc2cc2oc(=O)ccc12 (configuration not stated)	?	.	20	3	7	.	-0.8
51	COc1ccc(CN2CCN(CCc3ccccc3)C(CCO)C2)c(Cl)c1OC (configuration not stated)	4	-4	10	5	.	-25	.
52	CC1=C(C(=O)NCCN2CCOCC2)C2(CCC(C)CC2)OC1=O (configuration not stated)	10	-2	2	4	.	4	-1.1
53	O=C(CCN1C(=O)c2ccccc2C1=O)Nc1ccc(F)cc1	.	-12	-1	.	15	.	.
54	c1ccc(-c2csc3nnc(SCc4ccc5c(c4)OCO5)n23)cc1	12	9	8	17	29	10	1.6
55	CCN(C(=O)CCc1nnc2ccc(NCc3ccco3)nn12)c1ccccc1	-2	-10	-5	.	7	0	0.7
56	Cc1nn(Cc2ccccc2)c(C)c1C(=O)NCCN1C(=O)S/C(=C\c2ccccc2)C1=O	0	4	-5	9	7	-5	-0.7

No enrichment for hits. About 3.9% of those tested had a hit in this group.
